Runt-SMMHC FRET: Runt domain-CBFb-SMMHC interaction inhibition. AID 1434. Q01196+Q13951. 0.74% of 220,000 active. Cerulean-Runt/Venus-CBFb-SMMHC FRET ratio 530/480, 1 h. inhibition, % at 20 µM;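 active = mean inhibition across duplicate retests at 20 µM reaching about 50%, limit read from the data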;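 note: 0% = DMSO wells and 100% = wells with excess untagged CBFb-SMMHC; inhibitors lower the FRET ratio by blocking Runt binding to CBFb-SMMHC; some results filed as inactive read as strong as hits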
RBBP9 inh: blocks human serine hydrolase RBBP9 | O75884 | 0.2% of 220,000 active | recombinant RBBP9, FP-Rh probe fluorescence polarization | inhibition, % at 7.94 µM;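 active = inhibition above the campaign mean of all tested compounds plus 3 SD, cut at about 14% in these data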;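 note: plate controls were DMSO wells with RBBP9 for no effect and wells lacking RBBP9 protein for full effect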
Target sequence (O75884 whole entry, looked up): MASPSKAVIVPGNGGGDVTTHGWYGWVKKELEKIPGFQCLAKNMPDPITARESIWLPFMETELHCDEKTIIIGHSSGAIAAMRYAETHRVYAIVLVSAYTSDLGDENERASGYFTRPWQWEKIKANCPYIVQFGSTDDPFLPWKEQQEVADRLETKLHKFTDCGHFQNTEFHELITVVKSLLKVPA
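System: RBBP9 protein / Buffer or medium: Tris/NaCl buffer pH 8.0 with 0.1% Pluronic / Probe or stimulus: Serine-hydrolase probe FP-Rh, 375 nM pre-mixing / Dosing: 7.94 µM single dose, 0.794% DMSO / Times: enzyme-compound preincubation 30 min, then probe labeling 45 min, 25 °C / Technique: fluorescence polarization (mP), excitation 525 nm, emission 598 nm / Replication: singlicate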
Mdm2 ligase inh: Mdm2 E3 ligase (human) inhibition; cell-based MDM2 ubiquitination luciferase reporter, 2 h; 0 = plate control, 100 = twice control, blank-subtracted; signal enhancement, % at 5 µM; 0.11% of 210,000 active; AID 1230;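 active = signal enhancement of 30% or more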;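 note: luminescence tracks abundance of the self-degrading MDM2-luciferase fusion protein; higher signal means inhibition of MDM2 E3 ligase activity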
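Material: stable MDM2–luciferase fusion reporter cells / Quantity: 2000 cells/well / Dosing: single 5 µM compound dose, 0.2% final DMSO / Buffer or medium: DMEM / Schedule: 4 h cell settling then 2 h compound exposure, 37 °C / Detection: luminescence with SteadyLite reagent, 15 min at room temperature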
Runt-CBFb FRET: Runt domain-CBFb interaction inhibition; Q01196+Q13951; Cerulean-Runt/Venus-CBFb FRET ratio 530/480, 1 h; inhibition, % at 20 µM; 0.46% of 220,000 active; AID 1496;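 active = inhibition over about 50% at 20 µM in the single-dose screen, limit read from the data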;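 note: 0% = DMSO wells and 100% = excess unlabeled CBFb competitor control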
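test system = Cerulean-Runt domain fusion protein, energy donor | probe or stimulus = Venus-CBFb binding partner, 100 nM | incubation = two 1 h room-temperature incubations shielded from light | detection = fluorescence energy transfer, 422 nm excitation, 530/480 nm emission | measure = loss of energy transfer signal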
Hck-Nef inh: human Hck-Nef kinase inhibition | inhibition, % at 20 µM | 0.68% of 220,000 active | Recombinant Hck-YEEI plus Nef, Z-Lyte FRET kinase assay | P08631;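 active = Hck-Nef kinase inhibition above about 50%, limit read from the data; inactive = inhibition below that limit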;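 note: 0% = DMSO with Hck plus Nef and 100% = Hck alone without Nef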
NPY-Y1 antag: NPY-Y1 (human) receptor antagonism. P25929. HEK293-CNG Y1 cells, membrane potential fluorescence; NPY at EC95, then isoproterenol. inhibition, % at 3.6 µM. 1% of 200,000 active;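 active = inhibition above the campaign mean inhibition of all tested compounds plus 3 SD, cut at about 20% in these data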;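 note: 0% = DMSO wells given NPY plus isoproterenol and 100% = isoproterenol alone without NPY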
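Benchmarks – high control isoproterenol alone, low control NPY with isoproterenol · Material – HEK293 Y1/CNG channel cell line · Times – dye 3 h, compound 60 min room temperature, stimulation 45 min · Probe or stimulus – NPY (25 nM), isoproterenol (1 µM), Ro 20-1724 (25 µM) · Evaluation – % inhibition of NPY effect · Signal – fluorescence, membrane potential probe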
p97 ATPase inh: blocks human p97 ATPase activity. recombinant p97 ATPase, Kinase-Glo ATP luminescence, 3 h. P55072. 0.42% of 220,000 active. inhibition, % at 8 µM. AID 1481; in the data active = inhibition above about 15%;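 note: 0% = DMSO vehicle and 100% = wells lacking enzyme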
Target sequence (P55072 whole entry, looked up): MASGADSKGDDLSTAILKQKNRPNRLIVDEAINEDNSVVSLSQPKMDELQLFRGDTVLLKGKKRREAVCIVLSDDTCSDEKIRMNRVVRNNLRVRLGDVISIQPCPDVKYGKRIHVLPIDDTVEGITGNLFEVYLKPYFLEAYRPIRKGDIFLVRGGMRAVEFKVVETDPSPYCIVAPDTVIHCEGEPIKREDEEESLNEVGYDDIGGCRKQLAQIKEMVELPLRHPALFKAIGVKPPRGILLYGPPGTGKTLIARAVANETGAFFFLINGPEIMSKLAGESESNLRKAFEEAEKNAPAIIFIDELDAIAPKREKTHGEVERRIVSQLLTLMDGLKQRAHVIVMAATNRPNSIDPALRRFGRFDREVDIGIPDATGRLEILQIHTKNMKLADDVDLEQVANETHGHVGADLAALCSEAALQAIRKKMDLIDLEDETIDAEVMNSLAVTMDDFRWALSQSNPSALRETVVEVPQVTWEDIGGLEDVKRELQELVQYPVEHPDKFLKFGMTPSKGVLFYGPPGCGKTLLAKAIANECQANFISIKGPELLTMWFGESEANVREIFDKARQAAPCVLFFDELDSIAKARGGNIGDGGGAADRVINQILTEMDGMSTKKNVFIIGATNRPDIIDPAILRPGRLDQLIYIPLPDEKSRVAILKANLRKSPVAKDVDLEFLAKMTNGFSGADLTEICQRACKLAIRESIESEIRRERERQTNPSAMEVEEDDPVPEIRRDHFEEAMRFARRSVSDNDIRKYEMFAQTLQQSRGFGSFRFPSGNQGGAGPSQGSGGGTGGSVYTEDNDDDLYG
NPY-Y2 PAM-ag: potentiates or activates human NPY-Y2 receptor; cells expressing NPY-Y2, potentiator/agonist read-out; activation, % at 3.6 µM; 0.45% of 220,000 active; P49146; in the data active = activation above about 27%;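 note: cells stimulated with NPY near EC25 plus isoproterenol at EC100; 0% = vehicle plus submaximal agonist and 100% = vehicle plus saturating agonist; some results beyond the cut were filed as inactive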
NPY1 pot ag: potentiators or agonists of human neuropeptide Y receptor Y1; 0.37% of 220,000 active; activation, % at 3.6 µM; NPY-Y1 expressing cells, potentiator/agonist activation; in the data active = activation above about 33%, passing the limit was not always enough;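 note: cells stimulated with NPY at EC10 then isoproterenol at EC100; 0% = low agonist plus stimulus and 100% = saturating agonist plus stimulus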
The depositor's hits bear a star; / = not tested or not shown.

SMILES	Runt-SMMHC FRET	RBBP9 inh	Mdm2 ligase inh	Runt-CBFb FRET	Hck-Nef inh	NPY-Y1 antag	p97 ATPase inh	NPY-Y2 PAM-ag	NPY1 pot ag
COc1ccc(Nc2nnc(SCC(=O)c3cc4ccccc4o3)s2)cc1	14	8	/	34	10	/	7	-1	-23
C/C(CC(=O)Nc1cccc(Cl)c1Cl)=N\NC(=O)c1ccccc1Br	2	-1	-13	-2	17	-9	4	-13	-5
C/C(=N\Nc1nc(C(=O)O)cs1)c1ccccc1	-1	2	-2	17	5	-3	8	1	-3
Cc1ccc(-n2nc3cc(Cl)c(NC(=O)c4ccco4)cc3n2)cc1	-5	2	-8	0	-1	-10	2	-5	-4
CC(=O)NC(=O)c1ccc(-c2ccc(Cl)cc2)o1	1	3	/	-8	2	-4	-4	-20	9
CC(C)CCNC(=O)CN(CC1CCCO1)C(=O)CCC(=O)Nc1nccs1 (centres undefined)	3	-3	1	-2	1	0	4	-11	2
O=C(CNC(=O)c1ccc(Cl)cc1)Nc1ccc(S(=O)(=O)Nc2ncccn2)cc1	-2	-6	-12	1	10	/	3	-24	5
Cc1cc(=O)[nH]c(NCc2ccccc2)n1	-5	-11	-15	2	12	/	3	-11	-12
COC(=O)CC(c1ccc(C#N)cc1)n1c(C)ccc1C (centres undefined)	1	3	-20	-1	5	1	2	7	2
COc1ccc(-c2nnn(CC(=O)N(CC(=O)NCCC(C)C)Cc3cccs3)n2)cc1OC	-2	0	-2	-10	1	-6	3	2	7
CN(CC(=O)N1CCc2[nH]c3ccc(F)cc3c2C1)CC1OCCO1	-20	-4	17	-9	1	-4	6	1	1
Cc1c(NC(=O)C(Sc2ccccc2)c2ccccc2)cccc1[N+](=O)[O-] (centres undefined)	43	-16	-7	-4	1	6	-5	-10	1
Cn1nc(C(=O)NC2CCCCC2)c2ccccc2c1=O	-2	-4	-2	2	0	1	-3	-1	11
COc1ccc(OC)c2c(C)cc(C)nc12	1	-2	-9	-2	1	-7	-3	7	-14
Cc1ccc(S(=O)(=O)N2CCN(C3CCN(Cc4ccccc4)CC3)CC2)cc1	6	2	-23	0	-2	6	3	-4	21
COc1ccc2nc(SCC(C)=O)c(C#N)cc2c1	-46	-3	-17	-20	3	8	6	12	0
CCCCNC(=O)c1cn(CC)c2cc(N3CCN(C)CC3)c(F)cc2c1=O	0	-9	-5	-2	8	/	-9	-1	11
COc1ccc(C(=O)N(c2ccc(OC)cc2)S(=O)(=O)c2cccs2)cc1	8	-4	-6	0	1	1	0	-1	-18
COc1cc(-c2ccccc2)nc2ccccc12	-2	-1	-4	-1	2	4	-1	1	-21
CCOC(=O)c1ccc(N2CC(O)=C(c3nc4ccccc4c(=O)[nH]3)C2=N)cc1	1	-5	-7	-2	26	-2	2	5	-12
C=CCOc1ccc(/C=N/n2cncn2)cc1OC	-1	1	/	0	3	-4	3	4	-24
CCC(=O)Nc1ccc(-c2nnc(-c3ccccc3)o2)cc1	-2	-10	-57	-1	3	1	1	-3	-9
C#Cc1ccc(C(=O)Nc2cc(C(N)=O)ccc2N2CCOCC2)cc1	10	-3	-2	0	3	5	3	2	-7
COc1cc(NC(=S)NCCc2ccccc2)c(OC)cc1NC(=O)CC(C)C	-1	0	-14	2	-2	-4	-2	-5	3
CC1(C)CC(=O)C=C(Nc2ccccc2)C1	-4	-2	-14	-1	15	/	4	0	3
COc1ccc(-c2cn3cccnc3n2)cc1NC(=O)CC(C)C	-1	-6	-16	-2	2	-5	0	12	-8
COc1ccccc1C(O)P(=O)(OC(C)C)c1ccc(N(C)C)cc1 (centres undefined)	-3	3	/	-2	1	-1	1	-5	9
COc1ccc(C2=COc3ccccc3C(=O)N2)cc1	-2	-2	-5	-1	21	8	2	-13	-6
COC(=O)CC1NCCc2cc(OC)c(OC)cc21 (centres undefined)	2	-5	17	-1	16	3	4	2	16
COc1cccc(C(=O)N/N=c2\oc3c(OC)cccc3cc2C(=O)NCc2ccccc2)c1	-35	-4	-10	-11	5	-4	4	17	15
CCOC(=O)N1CCN(c2ccccc2O)CC1	-1	3	-14	3	-14	0	3	-6	22
Cc1cc(C)c2c(=O)c(/C=C3\NC(=S)NC3=O)coc2c1	8	-7	/	10	49	/	1	0	9
O=C(COC(=O)/C=C/c1ccccc1Cl)NC1CCCCCC1	-1	-13	-2	-1	19	4	-2	-6	-5
Cc1cc(C)cc(NC(=O)Cn2c(SCc3cc(C)ccc3C)nc3ccncc32)c1	0	-5	/	0	-10	-3	3	0	-14
CCCCNC(=O)/C(C#N)=C/c1cccnc1	3	-17	2	-1	-3	4	-9	1	-8
CSc1nccc(-c2c(-c3ccc(Cl)cc3)noc2C)n1	-3	-3	-5	0	15	/	-1	-21	-17

Three compounds out of the list, sorted by count of non-hydrogen atoms, ascending.
SMILES	Runt-SMMHC FRET	RBBP9 inh	Mdm2 ligase inh	Runt-CBFb FRET	Hck-Nef inh	NPY-Y1 antag	p97 ATPase inh	NPY-Y2 PAM-ag	NPY1 pot ag
COC(=O)CC1NCCc2cc(OC)c(OC)cc21 (centres undefined)	2	-5	17	-1	16	3	4	2	16
COc1ccc(C2=COc3ccccc3C(=O)N2)cc1	-2	-2	-5	-1	21	8	2	-13	-6
CSc1nccc(-c2c(-c3ccc(Cl)cc3)noc2C)n1	-3	-3	-5	0	15	/	-1	-21	-17

Later entries
SMILES	Runt-SMMHC FRET	RBBP9 inh	Mdm2 ligase inh	Runt-CBFb FRET	Hck-Nef inh	NPY-Y1 antag	p97 ATPase inh	NPY-Y2 PAM-ag	NPY1 pot ag
COc1cc(NC(=S)NC2CC(C)(C)NC(C)(C)C2)c(OC)cc1Cl	-1	-3	-12	-1	6	-6	-1	4	14
CC1(C)CC(=O)C(C(C2=C(O)CC(C)(C)CC2=O)c2cccs2)C(=O)C1 (centres undefined)	12	0	-16	17	2	-7	4	-3	2
O=C(N/N=C/c1cccc(Oc2ccccc2)c1)c1cc[n+]([O-])cc1	8	-12	-4	-2	4	1	1	12	-5
CC(=O)Nc1ccc(NC(=O)CN(c2cccc(C(C)=O)c2)S(C)(=O)=O)cc1	3	3	-14	2	-8	5	2	-11	14
Cc1cc(C)nc(N2C(=O)CC(Cc3ccccc3)C2=O)n1 (centres undefined)	2	-5	-3	2	10	3	0	10	4
CCc1nnc(-n2nc(C)cc2-c2ccccc2)n1N	-4	11	3	0	-1	3	2	5	6
COc1cccc(/C(=N/O)C2CC2c2ccc(Cl)cc2)c1 (centres undefined)	0	-3	1	-1	22	13	0	8	18
NC(Cc1cccc2nsnc12)C(=O)O (centres undefined)	1	1	-12	-1	3	2	-5	10	-12
COCCCNc1nc2c(c(=O)[nH]c(=O)n2C)n1CCCc1ccccc1	0	-14	-2	1	0	1	-5	10	-3
Oc1cc(Cc2ccccc2)cnc1CN1CCOCC1	0	-4	-1	-1	2	-2	7	8	4
COC(=O)c1[nH]c2cccc(OC)c2c1NC(=O)CN1CCN(c2cccc(OC)c2)C(C)C1 (centres undefined)	1	-5	-12	-7	1	2	-4	-7	-4
COC(=O)c1cc(NS(=O)(=O)c2ccc(N3CCOCC3)c(N)c2)cc(C(=O)OC)c1	2	-7	-9	1	0	-4	3	8	-25
Clc1ncn(C23CC4CC(CC(C4)C2)C3)n1	4	-1	-14	-1	2	1	3	8	4
COc1cccc(NC(=O)c2oc3ccccc3c2NC(=O)C2CC2)c1	6	-6	-8	0	0	10	3	-6	-7
Cn1c2c(c(=O)n(C)c1=O)C(c1ccc(Cl)cc1)C(C#N)=C(N)O2 (centres undefined)	6	-1	-14	6	0	3	-3	7	-16
Cc1ccc2c(c1)NC(=O)C(CC(=O)NCCCN1CCCCC1)O2 (centres undefined)	-1	5	-8	1	3	3	6	-5	-1
O=C(Cc1c[nH]c2ccccc12)Nc1nc2ccccc2[nH]1	-1	-5	-24	-1	2	0	4	0	8
COc1ccc(NC(=S)N/N=C/c2ccc(F)cc2)cc1OC	0	-7	-9	0	39	6	1	5	7
CCC(NC(=O)NNC(N)=S)(C(F)(F)F)C(F)(F)F	-2	-3	-17	-1	12	/	1	-3	18
COc1ccc(NC(=S)N2CCC(N(C)CC3CCCO3)CC2)cc1 (centres undefined)	3	-11	-3	-1	1	11	1	-7	-6
COc1ccccc1C(=O)N(NC(=O)Oc1ccccc1)C(C)(C)C	7	1	-7	-2	4	-2	1	-7	-8
COC(=O)c1cc(NS(=O)(=O)c2ccc(N3CCC(C)CC3)c([N+](=O)[O-])c2)cc(C(=O)OC)c1	-6	-6	-13	-4	2	5	5	-6	0
COc1ccccc1C(=O)Nc1ccc(CN2CCCCC2)cc1	-5	2	5	/	1	6	0	-8	-9
Cc1cc(C)c(NC(=O)C2CCCN2CCOC(=O)c2cccc([N+](=O)[O-])c2)c(C)c1 (centres undefined)	-2	-3	-6	-4	-2	7	0	-8	-10
COc1cc2ccccc2cc1C(=O)N1CCN(C)CC1	1	3	-11	-1	0	-1	-3	-15	-9
CCCS(=O)(=O)c1c(S(=O)(=O)CCC)c2cnccn2c1C(=O)c1ccc(Cl)cc1	-4	1	-10	-3	2	1	2	7	-28
Cc1noc(C)c1N=Nc1ccccc1C(=O)O	-1	3	/	1	11	2	5	-5	-6
CCCOC1OC(=O)c2c1ccc(OC)c2OC (centres undefined)	0	7	-4	1	0	3	5	14	11
CC(=O)Nc1ccc(C(=O)CSc2ncn(-c3ccccc3)n2)cc1	1	8	-6	0	1	0	-1	-18	-11
CC(C)C(=O)N=c1sc2cccc(F)c2n1C	1	-5	-6	2	10	/	2	6	6
COc1ccc(N/C=C\C(=O)c2ccc(Br)cc2)cc1OC	-109	-11	-4	-30	1	6	-1	2	-24
Cc1cc(OCC(=O)N2CCOCC2)c(C(C)C)cc1Cl	0	1	-12	-2	1	-1	-1	-3	0
OC1CCCN(C(=S)Nc2ccc(SC(F)F)cc2)C1 (centres undefined)	0	-4	-11	1	1	-2	4	14	5
COc1ccccc1-c1cc(C(F)(F)F)nc(S(=O)(=O)CCCC(=O)N2CCOCC2)n1	-2	4	27	1	2	5	5	-13	-35

Results in Hck-Nef inh, Runt-CBFb FRET and NPY-Y1 antag, for some of the entries so far:
canonical_smiles,Hck-Nef inh,Runt-CBFb FRET,NPY-Y1 antag
CC(C)C(=O)N=c1sc2cccc(F)c2n1C,10,2,/
COc1ccc(N/C=C\C(=O)c2ccc(Br)cc2)cc1OC,1,-30,6
Cc1cc(OCC(=O)N2CCOCC2)c(C(C)C)cc1Cl,1,-2,-1
OC1CCCN(C(=S)Nc2ccc(SC(F)F)cc2)C1 (centres undefined),1,1,-2

Bioassay records from PubChem BioAssay.
